HttQ103 aggreg – mutant huntingtin aggregation inhibition. Potency, µM (titrated, usually from 46.1 µM), for inactives: at the top dose activity change, negative = inhibition, hits mostly inhibitors. 1.1% of 220,000 active. PC12 HttQ103-GFP aggregates, Acumen cytometry, 40 h; further: on the % scale 0 is the no-effect control and ±100 the full control effect; nearly all actives have a fitted effect of over 60% in size
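Ecdysone-promoter PC12 model expressing HTT exon 1 Q103 fused to GFP, induced by tebufenozide at 100 nM final. Compounds titrated; aggregates sized 1–25 µm scored on a 488 nm laser cytometer.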
aGlu spleen mod – inhibitors or activators of human alpha-glucosidase in spleen homogenate; human spleen homogenate, 4-MU-alpha-glucoside fluorescence; 0.006% of 240,000 active; P10253; Potency, µM (series often up to 79.9 µM), inactives show at the top dose activity change, negative = inhibition, hits mostly inhibitors; AID 2112;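 further: 0% = enzyme with vehicle and -100% = no enzyme basal signal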
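AC50 values come from Hill-equation fits of concentration-response data, normalized to no-enzyme and full-activity controls. Enzyme source: 1 ug human spleen homogenate; 1 mM fluorogenic 4-MU glucoside, pH 5.0 citrate buffer, 37 C, 40 min.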
GAA glycogen – alters human alpha-glucosidase cleavage of glycogen; P10253; recombinant GAA, glycogen substrate, Amplex Red glucose oxidase fluorescence; Potency, µM (doses to about 76.4 µM), inactives show at the top dose activity change, negative = inhibition, most hits filed as inhibitors; 0.38% of 300,000 active;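 further: 0% = full enzyme reaction and -100% = no-enzyme basal signal; the screen sought inhibitors and activators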
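Recombinant enzyme (4 nM final) with compounds titrated up to 77 uM and bovine liver glycogen (30 ug) in citrate pH 5.0, 0.01% Tween-20, 37 C 40 min. Released glucose detected by Amplex Red/glucose oxidase (Ex 573/Em 610); AC50 from Hill fits.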
HTT cytoprotect – cytoprotection in Huntington HTT-Q103 PC12 cell model. 0.14% of 230,000 active. PC12 HTT-Q103 induced, cytoprotection, ATP luminescence, 40 h. Potency, µM (highest dose often 56.4 µM), for the others: cytoprotection (ATP increase), hits mostly activators;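 further: % of control where 0% means no effect; nearly all actives have a fitted effect of over 45% in size; toxic huntingtin expression switched on by the ecdysone agonist tebufenozide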
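PC12 cells with ecdysone-inducible HTT exon 1 Q103-GFP, induced with 100 nM tebufenozide and co-treated with library compounds in a dose series (1536-well, 1500 cells/well). Cytoprotection read as ATP content by ATPlite luminescence.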
RGS12 GoLoco inh – blocks human Gai1 binding to RGS12 GoLoco peptide, red readout | P63096 | Gai1:RGS12 GoLoco peptide FP, rhodamine, 10 min | Potency, µM (top dose mostly 61.6 µM), without a hit: top-dose activity, negative = inhibition, hits mostly inhibitors | 0.44% of 230,000 active | AID 880; active means well fitted inhibition curve with a large enough effect, not every such curve was filed as active; inactive means no such curve, though single readings can be large or run the other way; further: on the % scale 0 is the no-effect control and ±100 the full control effect; nearly all actives have a fitted effect of over 30% in size; many of its hits are not listed in these tables
Target sequence (P63096 whole entry, looked up): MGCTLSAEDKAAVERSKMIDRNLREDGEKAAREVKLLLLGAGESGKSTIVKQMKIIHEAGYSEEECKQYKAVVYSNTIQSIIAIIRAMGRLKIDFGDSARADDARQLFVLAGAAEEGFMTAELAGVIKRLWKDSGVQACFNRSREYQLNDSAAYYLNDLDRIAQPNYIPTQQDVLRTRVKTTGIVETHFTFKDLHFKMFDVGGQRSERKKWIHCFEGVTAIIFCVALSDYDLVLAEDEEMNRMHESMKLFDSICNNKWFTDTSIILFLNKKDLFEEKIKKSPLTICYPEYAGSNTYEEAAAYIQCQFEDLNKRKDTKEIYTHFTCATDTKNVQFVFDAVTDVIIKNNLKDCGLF
IMPase Li inh – cell-permeable IMPase inhibitors with lithium potentiation; CHO-M1 cells, IP1 TR-FRET (IP-One), carbachol + lithium; Potency, µM (series often up to 59.4 µM), without a hit: top-dose activity, negative = IMPase inhibition, actives largely listed as inhibitors; 0.35% of 210,000 active;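 further: IP1 builds up when IMPase is blocked and the TR-FRET signal falls; plate controls were basal vehicle for no effect and high inhibitor control for full effect; nearly all actives have a fitted effect of over 50% in size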
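Readout is a homogeneous TR-FRET IP1 immunoassay (Ex 320, Em 665 and 620), where raised cytosolic IP1 lowers signal. Cells were CHO-M1 treated 30 min at 37C with test compounds plus a little lithium; AC50 values came from Hill-equation fitting.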
GAA inh – blocks human lysosomal alpha-glucosidase; purified human GAA, 4-MU-alpha-glucoside fluorescence; P10253; 0.005% of 200,000 active; Potency, µM (titrated, usually from 76.9 µM), for inactives: top-dose activity change, negative = inhibition, hits mostly inhibitors;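 further: plate controls were uninhibited enzyme wells for no effect and no-enzyme background for full effect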
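Fluorogenic assay: 4 nM human alpha-glucosidase with 400 uM 4-methylumbelliferyl-alpha-D-pyranoside in 50 mM citrate/phosphate, 0.005% Tween-20, pH 5.0, 20 min at room temperature. Compounds tested up to 77 uM; AC50 from Hill fits.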
Numbers without * were called inactive; ? = inconclusive; . = no result given; [ ] = remark or other dose. Unless noted, the call rests on the fitted dose curve; in most records, active means well fitted curve in the direction sought with a large enough effect; inconclusive means small, poorly fitted or top-dose-only effect, or another doubt; inactive means no such curve, though single readings can be large; an effect the other way counts as inactive or inconclusive. Potency means the concentration at half of the fitted maximal effect. Only part of the results is shown, so the mix of outcomes need not match the whole.

Structure,RGS12 GoLoco inh,HTT cytoprotect,IMPase Li inh,aGlu spleen mod,GAA glycogen,HttQ103 aggreg,GAA inh
O=c1c2ccccc2nc(SCc2ccc([N+](=O)[O-])cc2)n1-c1ccccc1,4%,-21%,3%[38.3 µM],7%,-1%,-10%,-6%
Cc1cc(C)cc(-n2nnnc2SCC(=O)Nc2cccc(NC(=O)c3ccco3)c2)c1,10%,-9%,-2%[38.3 µM],6%,1%,12%,-14%
Cc1nc2ccccc2cc1C(=O)NCc1ccc(F)cc1,25%,8%,12%,1%,5%,?,0%
FCCCOc1ccc(-c2nccc(-c3ccc(Br)cc3)n2)cc1,-7%,32%[10 µM],1%[38.3 µM],-4%,-6%,-12%,0%
COc1cc(NC(=O)COC(=O)c2nc3nc(C)cc(C)n3n2)cc(OC)c1,0%,-24%,-1%[38.3 µM],-5%,9%,0%,-1%
Cn1cnc(C(F)(F)F)c1-c1ccc([N+](=O)[O-])cc1,7%,?,-4%,2%,1%,1%,-4%
COc1cc(/C=N/NC(=O)CCn2nc(C)cc2C)ccc1O,3%,6%[10 µM],.,-1%,?,-3%[9.22 µM],.
O=C(NCC(=O)N(CCN1CCOCC1)C(C(=O)NC1CCCC1)c1cccs1)c1ccco1 (configuration not stated),21%,-41%[inhibitor],7%[38.3 µM],-11%,3%,?,-7%
CC(C)(C)C(=O)/C=C(N)/C=C/c1ccccc1,1%,9%,2%[38.3 µM],8%,1%,18%,-5%
O=C(CSc1nc2ncccc2[nH]1)Nc1ccc2c(c1)OCCO2,1%,27%[10 µM],3%,1%,5%,?,5%
Cc1ccc(C(=O)N2CCCC2)cc1Br,-7%,5%,1%[38.3 µM],7%,-4%,-9%,-6%
Cc1cc(NC(=O)c2cccs2)ccc1NC(=O)Cc1ccccc1,-4%,.,7%,9%,-9%,6%,4%
COCCCNc1nc2ccccc2[nH]c1=O,5%,-26%,-6%,-2%,2%,-1%,3%
C#Cc1ccc([C@@H]2C=C(C(=O)N3CCN(Cc4ccc5c(c4)OCO5)CC3)O[C@H](OCCCCO)C2)cc1,2%,23%[10 µM],-4%,-1%,-4%,20%[9.22 µM],.
CN1C(=O)NC(c2ccccc2)C2=C1CN(CCc1ccccc1)C2=O (configuration not stated),.,-13%,.,5%,6%,-10%,0%
CCOc1ccc(NS(=O)(=O)c2ccc(NS(=O)(=O)c3ccc(SC)cc3)cc2)cc1,1%,-21%,17%[38.3 µM],1%,-11%,?,?
CNS(=O)(=O)c1ccc(N2CCCC2)c([N+](=O)[O-])c1,3%,-45%[inhibitor],1%,-6%,-2%,-7%,-1%
O=C(CCN1C(=O)c2ccccc2C1=O)N1CCN(c2ccccn2)CC1,1%,9%,-12%[38.3 µM],0%,5%,6%,-1%
Fc1ccc(CNCc2ccc(Br)cc2)cc1,2%,.,-4%,3%,4%,-8%,-5%
CC1CCN(c2c(NCC3CCC(C(=O)NCCC4=CCCCC4)CC3)c(=O)c2=O)CC1 (configuration not stated),16%,-3%[10 µM],.,-1%,6%,11%[9.22 µM],.
CCNC(=S)NNC(=O)c1csc(CC)c1,6%,27%[1.9 µM],6%,-18%,?,-11%,-2%
CC(SC(=S)N(C)Cc1cccs1)C(=O)O (configuration not stated),-10%,-14%[10 µM],-7%,-9%,3%,-7%,?
CN(C)CCCNc1ncc(C(F)(F)F)cc1Cl,14%,?,5%,-2%,-1%,14%,-1%
CC(C)Oc1cccc(C(=O)NC2=NCCS2)c1,-2%,-68%[inhibitor],3%,1%,3%,-5%,-1%
CCC(C)NCCC(=O)Nc1ccc(Cl)c(S(=O)(=O)Nc2ccc(Cl)cc2)c1 (configuration not stated),1%,5%[10 µM],11%,-13%,0%,7%,?
CCn1c(=O)c(C(=O)NNS(=O)(=O)c2ccc(Cl)cc2)c(O)c2ccccc21,-10%,21%[10 µM],0%,6%,-11%,?,-6%
O=C(CCCOc1ccc(Cl)cc1)Nc1ccc(N2CCOCC2)cc1,-25%,15%[10 µM],-8%,-3%,-8%,12%[9.22 µM],10%
CC1(C)CC2CC(C)(CN2S(=O)(=O)c2cccc(N)c2)C1 (configuration not stated),-3%,2%[1.9 µM],7%,-1%,1%,8%,?
C[n+]1cccc(C(=O)NCC2CCCO2)c1 (configuration not stated),1.8µM*,-1%[10 µM],-1%,-8%,6%,-6%,4%
CCC(=O)N(Cc1cc2c(C)ccc(C)c2[nH]c1=O)C1CCCCC1,-3%,-8%[10 µM],-1%,-11%,0%,-28%,2%
CCC1(C)Cc2c(sc3nnn(CC(=O)Nc4ccc(Cl)cc4)c(=O)c23)CO1 (configuration not stated),11%,10%,10%[38.3 µM],0%,-7%,?,4%
O=[N+]([O-])c1ccc(Nc2nc3ccccc3s2)cc1,-2%[14.2 µM],-2%[10 µM],0%,.,.,.,.
COc1ccc(Cl)cc1-c1nc(SCC(=O)N(C)C)n[nH]1,0%,-9%,-5%,-1%,6%,-6%,-5%
CCOc1ccccc1NC1=C(Cl)C(=O)N(c2ccccc2)C1=O,6%,-21%[0.074 µM],16%,3%,-8%,14%,-1%
C/C(=N\NC(=O)Cc1ccc(Cl)cc1)c1ccccn1,2%,-113%[inhibitor],11%[38.3 µM],-6%,?,?,3%
Cc1nc(CN2CCCC2=NC#N)n(-c2ccccc2)n1,-2%,4%,-2%[38.3 µM],1%,-14%,3%,-8%
CCSc1nnc(-c2cnn(-c3ccccc3)c2-n2cccc2)n1C,6%,-1%,30%[38.3 µM],-4%,5%,-1%,6%
CCOC(=O)Cn1nc(C)n(-c2ccc(C(C)(C)C)cc2)c1=O,-4%,-20%,4%[38.3 µM],1%,7%,-14%,-6%
CC(=O)CCc1c(C)nc2ccc(C)cc2c1Cl,4%,.,-5%,-2%,25%,-7%,-1%
CC(=O)N/C(=C/c1ccc2c(c1)OCO2)C(=O)NCc1ccccc1,1%,8%[10 µM],10%,5%,18%,6%[9.22 µM],?
COc1cc(/C=N/n2c(-c3cc(C)[nH]n3)n[nH]c2=S)cc(OC)c1OC,14%,2%[10 µM],.,-2%,-13%,10%[9.22 µM],0%
NC(N)=N/N=C/c1ccc2cccc(OCc3ccccc3)c2n1,13%,19%[10 µM],.,-10%,1%,7%[9.22 µM],.
OC(COc1ccc(OCc2ccccc2)cc1)CN1CCCCC1 (configuration not stated),12%,-18%,47%[activator][38.3 µM],-2%,6%,12%,3%
CC(=O)c1ccccc1NC(=O)CSc1nnc2ccccn12,4%,0%,-4%[38.3 µM],9%,2%,-10%,-3%
COC(=O)c1cc(NC(=O)c2ccccc2F)cc(C(=O)OC)c1,24%,-79%[inhibitor],?,.,-7%,-6%,0%
CC(C)(C)c1ccc(-c2noc(-c3ccno3)n2)cc1,1%,-1%[10 µM],.,-1%,-6%,20%[9.22 µM],-1%[15.4 µM]
CCOC(=O)c1ccc(NS(=O)(=O)c2ccc3[nH]c(=O)[nH]c3c2)cc1,-10%,2%,5%,-3%,-3%,8%,-3%
Cc1noc(C)c1-c1ccc2ncnc(NC3CCNCC3)c2c1,4%,-17%,-1%,3%,.,.,.
COc1ccc(-c2nn(-c3ccccc3)cc2C2CC(c3cccs3)=NN2C(=O)CCC(=O)O)cc1 (configuration not stated),1%,5%[10 µM],.,-5%,1%,-17%[9.22 µM],.
Cc1cc(=O)[nH]c(N/N=C/c2ccc(Br)s2)n1,6%,1%[10 µM],3%,-6%,-1%,3%,-1%

Rewritten as labelled records: part of the list above
> O=[N+]([O-])c1ccc(Nc2nc3ccccc3s2)cc1
- RGS12 GoLoco inh: -2%[14.2 µM]
- HTT cytoprotect: -2%[10 µM]
- IMPase Li inh: 0%
- aGlu spleen mod: .
- GAA glycogen: .
- HttQ103 aggreg: .
- GAA inh: .

> COc1ccc(Cl)cc1-c1nc(SCC(=O)N(C)C)n[nH]1
- RGS12 GoLoco inh: 0%
- HTT cytoprotect: -9%
- IMPase Li inh: -5%
- aGlu spleen mod: -1%
- GAA glycogen: 6%
- HttQ103 aggreg: -6%
- GAA inh: -5%

> CCOc1ccccc1NC1=C(Cl)C(=O)N(c2ccccc2)C1=O
- RGS12 GoLoco inh: 6%
- HTT cytoprotect: -21%[0.074 µM]
- IMPase Li inh: 16%
- aGlu spleen mod: 3%
- GAA glycogen: -8%
- HttQ103 aggreg: 14%
- GAA inh: -1%

> C/C(=N\NC(=O)Cc1ccc(Cl)cc1)c1ccccn1
- RGS12 GoLoco inh: 2%
- HTT cytoprotect: -113%[inhibitor]
- IMPase Li inh: 11%[38.3 µM]
- aGlu spleen mod: -6%
- GAA glycogen: ?
- HttQ103 aggreg: ?
- GAA inh: 3%

(cont.)
Structure,RGS12 GoLoco inh,HTT cytoprotect,IMPase Li inh,aGlu spleen mod,GAA glycogen,HttQ103 aggreg,GAA inh
O=C(NCCCN1CCOCC1)c1ccc(Sc2ccc(Br)cc2)c([N+](=O)[O-])c1,1%,-3%[10 µM],10%,-5%,11%,-11%,-1%
CCOC(=O)N1N=C(c2ccc(C)cc2)CC1(O)C(F)(F)F (configuration not stated),-14%,-40%[10 µM],0%,-8%,0%,0%,2%
CCCCNc1nc(C)nc2c1nc(C)n2CCC,8%,-30%[inhibitor],6%,3%,.,.,.
COC(=O)c1ccc(CSc2ccc3nnc(-c4ccccn4)n3n2)o1,-1%,-7%[10 µM],41%[activator][38.3 µM],1%,-4%,18%,2%
O=C1NC(Cc2c[nH]c3ccccc23)C(=O)N1Cc1cccc2ccccc12 (configuration not stated),3%,-25%[1.9 µM],8%,-2%,-13%,1%,-3%
Cc1cc(C2=CC(C)(c3cc(C)oc3C)Nc3nc(C(F)(F)F)nn32)c(C)o1 (configuration not stated),5%,?,29%[38.3 µM],1%,-22%,-43%,-7%
CC1CCCC(CC(=O)O)(CC(=O)O)C1 (configuration not stated),11%,-1%[10 µM],.,-2%,3%,0%[9.22 µM],-10%
COc1ccccc1N1CCN(C(c2cccs2)C(C)NC(=O)c2cccs2)CC1 (configuration not stated),-3%,-18%[10 µM],-2%,13%,-23%,-11%,2%
CCOCCCn1c(=N)c(C(N)=S)cc2c(=O)n3cccc(C)c3nc21,5%,-3%[10 µM],32%[activator][38.3 µM],2%,-11%,-5%,3%
COc1cc(/C=N/Nc2ccc(C(F)(F)F)cn2)ccc1O,-2%,.,4%,2%,?,31%,-10%
Cc1cc(C)nc(N2N=C(CSc3ccc(Cl)cc3)CC2=O)n1,2%,-35%[inhibitor],3%,-3%,-28%,-9%,-1%
